# hcDAF12 agonist: H. contortus DAF-12 activation, primary screen; activation, % at 6.8 µM; HEK293 hcDAF-12 lit1-tk-luc reporter, luminescence; 0% DMSO, 100% Δ7-dafachronic acid; hit rate 1.4% among 370,000; AID 652067;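 active = activation above the mean of all tested compounds plus 3 SD, cut at about 5.5% in these data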;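 also: 100% = response to 3 µM Δ7-dafachronic acid high control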
# ADAM17 inh: inhibits human ADAM17. P78536. recombinant ADAM17, EDANS/DABCYL FRET peptide cleavage. inhibition, % at 6.95 µM. hit rate 0.83% among 370,000;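 active = inhibition above the mean of compounds lying between control limits plus 3 SD, set per campaign, cut at about 8.5% in these data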;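 also: 0% = DMSO-only wells as the low control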
# Target sequence (P78536 215-824 limits assumed): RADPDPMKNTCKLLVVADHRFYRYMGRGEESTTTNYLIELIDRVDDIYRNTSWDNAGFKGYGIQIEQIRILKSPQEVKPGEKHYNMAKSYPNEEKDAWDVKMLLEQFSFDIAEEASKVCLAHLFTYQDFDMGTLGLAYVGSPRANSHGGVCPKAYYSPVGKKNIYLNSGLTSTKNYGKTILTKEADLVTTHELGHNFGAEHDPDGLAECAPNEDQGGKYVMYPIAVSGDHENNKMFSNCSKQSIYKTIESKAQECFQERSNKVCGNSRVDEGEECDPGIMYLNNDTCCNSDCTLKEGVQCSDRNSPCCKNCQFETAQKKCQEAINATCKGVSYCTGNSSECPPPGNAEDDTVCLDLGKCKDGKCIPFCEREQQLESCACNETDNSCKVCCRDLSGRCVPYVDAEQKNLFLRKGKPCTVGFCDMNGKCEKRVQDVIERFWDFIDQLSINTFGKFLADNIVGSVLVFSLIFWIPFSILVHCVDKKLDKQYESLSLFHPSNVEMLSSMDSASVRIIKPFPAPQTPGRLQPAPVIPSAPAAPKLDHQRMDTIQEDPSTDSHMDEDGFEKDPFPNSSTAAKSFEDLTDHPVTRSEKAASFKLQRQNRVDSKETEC
# FXN GAA850 act: frataxin GAA850 promoter activation | activation, % at 6 µM | HEK293 lucGAA850 FXN promoter luciferase reporter, 24 h; percent of 10 µM SAHA response | hit rate 0.56% among 360,000 | AID 540364;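 active = activation above the average of all compounds screened plus 3 SD, cutoff fixed separately per campaign, cut at about 7.5% in these data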;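 also: 0% = DMSO wells and 100% = 10 µM SAHA wells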
# ssDAF12 agonist: activators of S. stercoralis DAF-12 nuclear receptor; HEK293 ssDAF-12/GRIP1 lit1-tk-luc reporter, luminescence; % of 3 µM dafachronic acid response; activation, % at 6.8 µM; hit rate 1% among 370,000;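 active = activation above the mean over all tested compounds plus 3 SD, cut at about 0.9% in these data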;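 also: 0% = DMSO-only wells and 100% = 3 µM delta7-dafachronic acid wells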
# DAX1 inh-1: NR0B1 (DAX1) inhibition; AID 504766; inhibition, % at 6.75 µM; HEK293 Gal4-DAX1 luciferase reporter, luminescence; hit rate 0.99% among 340,000;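 active = inhibition above the mean over all tested compounds plus 3 SD, cut at about 4.2% in these data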;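 also: 0% = DAX1-transfected cells with DMSO and 100% = empty-vector control cells with DMSO; inhibition shows as a rise in luminescence from relieved DAX1 repression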
# Target sequence (P51843 207-470 limits assumed): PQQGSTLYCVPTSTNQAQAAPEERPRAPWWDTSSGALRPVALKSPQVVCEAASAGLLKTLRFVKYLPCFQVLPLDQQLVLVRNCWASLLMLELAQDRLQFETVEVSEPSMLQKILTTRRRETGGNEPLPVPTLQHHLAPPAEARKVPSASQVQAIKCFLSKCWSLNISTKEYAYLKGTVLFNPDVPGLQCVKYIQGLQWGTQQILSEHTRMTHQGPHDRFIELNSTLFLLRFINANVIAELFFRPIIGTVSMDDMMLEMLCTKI
# ADAM10 inh: inhibits human ADAM10; recombinant ADAM10, EDANS/DABCYL FRET peptide cleavage, 3 h; inhibition, % at 7 µM; hit rate 0.62% among 370,000; AID 720582;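 active = inhibition above a per-campaign cutoff equal to the mean of compounds falling between control-based bounds plus 3 SD, cut at about 20% in these data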;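 also: 0% = DMSO wells while the 100% control is not disclosed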
# DAX1 inh-2: inhibitors of DAX1 repression of SF-1 activated StAR promoter. HEK293T StAR-luciferase reporter, SF-1/DAX-1 repression relief. inhibition, % at 6.8 µM. hit rate 1.1% among 370,000. AID 652010;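 active = inhibition above the mean over all tested compounds plus 3 SD, cut at about 3.6% in these data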;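 also: 0% = DAX-1 cells with DMSO and 100% = cells lacking DAX-1 with DMSO; higher inhibition means more luminescence from relief of DAX-1 repression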
# hgDAF12 agonist: hgDAF-12 agonism, primary luciferase screen | HEK293 GAL4-hgDAF12 UAS-luciferase reporter, agonist luminescence; normalized to butyrate control | activation, % at 6.8 µM | hit rate 1.8% among 370,000 | AID 687014;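 active = activation above a cutoff set at the mean of all screened compounds plus 3 SD, cut at about 10% in these data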;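 also: 0% = DMSO wells and 100% = sodium butyrate wells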
# PG9 binder: binds the HIV-1 gp120 antibody PG9; TR-FRET gp120-PG9 antibody binding; hit rate 0.43% among 360,000; AID 624416; inhibition, % at 6.7 µM; in the data active = inhibition above about 8.5%
# GC-A act: GC-A (human) enzyme activation; HEK293 GC-A cells, cGMP TR-FRET, EC30 ANP; 0% at EC30 ANP, 100% saturating ANP; AID 1671463; hit rate 0.14% among 370,000; activation, % at 10 µM; in the data active = activation above about 40%
# SMARCA2 activ: increases SMARCA2 function in MMTV reporter cells. MG213 cells, MMTV-luciferase reporter, dexamethasone, overnight. activation, % at 9.1 µM. hit rate 1% among 370,000. AID 652017; in the data active = activation above about 7.8%;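 also: 0% = vehicle wells and 100% = reference activator wells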
# * = called active by the depositor; x = no result given.
# Each structure is followed by: hcDAF12 agonist	ADAM17 inh	FXN GAA850 act	ssDAF12 agonist	DAX1 inh-1	ADAM10 inh	DAX1 inh-2	hgDAF12 agonist	PG9 binder	GC-A act	SMARCA2 activ
- Cc1cccc(OCC(=O)Nc2ccccc2C(=O)N2CCOCC2)c1
  2.5	-6	0.7	-0.8	0.2	-16	-0.3	0.0	0.4	1	-2
- C/C(=N/n1cnnc1)c1cccnc1
  -0.8	-4	0.2	-1.5	1.3	-4	0.6	0.6	0.1	2	2
- C=CCSc1nnc(NC(=O)c2cccc(S(=O)(=O)N(C)c3ccccc3)c2)s1
  -1.1	-3	2.5	-0.4	-1.2	-8	0.0	0.6	-0.8	0	-1
- CCCC(C)NS(=O)(=O)c1ccccc1 (stereo not given)
  -0.6	-1	2.4	-1.0	-1.1	1	0.4	-3.5	-0.9	1	-1
- COc1ccc(C2NC(=S)NC3=C2CCc2cc(OC)ccc23)cc1 (stereo not given)
  -0.7	-12	1.2	-1.5	0.1	-28	0.3	1.7	-0.4	11	-2
- CCc1nc2cc([N+](=O)[O-])c([N+](=O)[O-])cc2[nH]1
  -0.9	-2	-1.9	-2.2	-2.0	-1	-0.3	-3.3	-0.2	4	-4
- CCCn1c(N)c(C(=O)CN(C)CC(=O)Nc2ccccc2C(F)(F)F)c(=O)[nH]c1=O
  -0.4	-4	-0.4	-0.8	0.2	-11	-1.5	0.6	-2.2	3	-1
- CC(C)Cn1cnc2c(SCc3ccccc3)nc(N)nc21
  0.4	-3	6.1	-0.7	-1.1	-2	0.1	3.6	-0.2	4	0
- COC(=O)C[C@@H]1CC[C@H](NS(=O)(=O)c2cccc(F)c2)[C@@H](CO)O1
  0.2	-5	x	-1.2	x	-14	0.4	-2.2	-0.7	2	-2
- COC(=O)c1c(C)noc1-c1ccc(Cl)cc1
  -0.4	-2	2.2	-1.5	3.4	-1	0.3	2.7	-1.3	8	-2
- CCOC(=O)c1cc(=O)[nH]c2ccccc12
  1.1	-34	-1.2	-2.1	1.2	-78	0.2	6.2	0.6	2	0
- COc1ccc(Sc2nc(-c3ccccc3)ncc2C(=O)O)cc1
  -1.5	0	1.6	-1.5	-0.3	1	0.7	1.2	-0.9	-3	-1
- COc1cc2nc(SCc3ccc(Cl)cc3Cl)n(Cc3cccs3)c(=N)c2cc1OC
  1.2	0	-3.1	-1.6	0.3	5	-1.4	-2.0	-1.5	-2	0
- CCCCN(C(=O)c1cc(=O)[nH]c2ccccc12)c1c(N)n(CCCC)c(=O)[nH]c1=O
  1.5	-7	1.4	-0.7	0.2	-16	-1.1	-1.5	-0.1	0	-2
- O=C(COC(=O)CN1C(=O)C2CC=CCC2C1=O)Nc1cccc([N+](=O)[O-])c1 (stereo not given)
  -0.6	-4	1.0	-1.3	1.3	-2	0.2	-0.3	-0.6	-1	-1
- COc1cc(OC)cc(C(=O)N2CCC(C(=O)NCCc3ccccc3)CC2)c1
  -3.3	-2	2.7	-2.1	-1.9	7	-0.7	0.3	-2.9	0	5
- C[C@H](O)[C@@H]1C(=O)N2CCc3c([nH]c4ccccc34)[C@@H]2C[C@@H]1N(C)C(=O)c1cc(Cl)cc(Cl)c1
  2.6	-83	x	-0.8	x	-362	0.7	-1.7	0.4	-5	-2
- NC(=O)c1c(NC(=O)COC(=O)c2ccc(S(=O)(=O)Nc3ccccc3)cc2)sc2c1CCCC2
  -1.9	-5	1.2	-2.1	2.0	-4	0.4	1.5	-0.1	-1	-1
- CC(=O)NS(=O)(=O)c1ccc(NC(=O)c2ccccn2)cc1
  0.7	2	0.1	0.5	1.1	4	0.2	2.5	0.1	0	-1
- Cc1ccccc1NS(=O)(=O)c1ccc(-c2ccc(=O)[nH]n2)o1
  1.8	0	-0.4	-0.7	0.2	-2	0.3	0.8	-0.5	4	0
- COc1ccc(OC)c(NC(=O)CCN2CCN(C/C=C/c3ccccc3)CC2)c1
  -2.8	-3	2.0	-0.7	-1.7	-3	-0.5	-0.5	0.0	-5	-2
- O=CN1CCN(C(=O)Cc2ccc([N+](=O)[O-])cc2)CC1
  2.4	-1	-0.7	-1.0	-0.5	-1	0.6	0.2	0.5	3	-1
- Cc1noc(C)c1CS(=O)(=O)c1ccc([N+](=O)[O-])cc1
  -0.8	-6	0.4	-0.1	0.2	-2	-0.3	1.5	-1.2	-4	-3
- CCOC(=O)C1CCN(C(=O)/C=C/c2ccccc2OC)CC1
  -2.0	-10	1.9	-1.7	0.8	-29	-0.4	-2.2	-0.7	-2	0
- CC(C)C(=O)Nc1c(-c2cccs2)c(=O)c2ccccc2n1C
  -0.8	-12	1.9	-1.5	0.2	-24	-0.4	-1.4	1.4	2	-2
- COc1cccc(S(=O)(=O)Nc2noc3ccccc23)c1
  -1.2	-1	-0.5	-0.8	1.4	0	-0.2	-1.4	-1.6	1	-2
- CCN1CCCC1CN=Cc1c(O)n(-c2ccccc2)c(=O)c2ccccc12 (stereo not given)
  -0.8	-69	-2.2	-2.0	0.8	-279	0.0	-0.7	1.7	-2	0
- O=C1c2ccccc2C(O)(Cc2ccccc2)N1c1ccc2c(c1)OCO2 (stereo not given)
  -2.1	-1	-0.5	-1.3	-1.2	-1	-0.3	0.0	-0.2	0	-1
- CCOC(=O)c1c(-c2ccccc2)csc1NC(=O)c1cc2ccccc2oc1=O
  1.1	1	-4.0	-1.4	0.2	3	0.2	-1.6	-2.1	-7	0
- CCCCn1c(N)c(N(CCOC)C(=O)C2CCN(S(=O)(=O)c3ccc(C)cc3)CC2)c(=O)[nH]c1=O
  -0.5	2	-0.9	-0.2	-1.1	-9	2.0	0.1	0.2	2	-4
- Cc1c([N+](=O)[O-])c(C(=O)N2CCCC2)nn1C
  -0.5	-2	-2.9	-0.8	-0.2	3	-0.1	0.9	-2.1	8	-1
- CCc1nc2ccc(C(=O)Nc3cccc(C(C)=O)c3)cc2nc1CC
  -4.3	2	-0.3	-1.5	1.7	-4	-0.7	0.2	0.7	7	1
- CCOC(=O)c1c(-c2ccc(Cl)cc2)cn2ccccc12
  -0.8	-27	-0.2	-1.3	0.2	-74	-0.1	0.4	-2.0	-8	0
- O=C(O)c1ccc(NC(=O)c2ccccc2Br)c(NC(=O)c2ccccc2Br)c1
  -0.6	1	0.6	-1.8	1.1	3	0.1	-1.4	2.0	-3	-1
- CCN(CC)C(=O)c1c(Cl)nc(C)c([N+](=O)[O-])c1C
  -1.4	-3	-0.8	-0.5	-0.8	-2	0.4	-2.5	1.0	1	-3
- CCc1cc2c(=O)c(-c3cnn(-c4ccccc4)c3)c(C)oc2c(CN2CCCCC2)c1O
  -1.1	-15	-1.2	-1.1	-0.9	-68	0.2	-1.9	0.0	3	-2
- CC(C(=O)NC1CCCCCC1)n1cc([N+](=O)[O-])cn1 (stereo not given)
  1.0	0	0.1	-1.1	-1.1	4	-0.1	0.0	-0.6	-2	2
- COC(=O)c1c(C(=O)OC)c2ccccn2c1C(=O)c1ccc([N+](=O)[O-])cc1
  -2.4	2	1.0	-1.5	-1.4	0	0.0	-3.3	-1.4	2	-2
- CCOC(=O)N1CCN(C(=O)CSc2nnc(Cn3c(=O)sc4ccccc43)n2C)CC1
  -1.3	-1	0.5	-2.0	2.8	-14	0.6	-1.1	-1.0	1	-2
- Cc1cn([C@H]2C[C@H](O)[C@@H](CNCc3ccccc3OCCCN3CCOCC3)O2)c(=O)[nH]c1=O
  0.1	4	-0.1	-0.1	0.2	-3	0.7	-5.9	-0.7	2	-1
- Cc1ccc(/C=N/NC(=O)c2csc(C)c2)o1
  1.7	-2	2.6	-0.8	-1.6	-4	0.5	4.0	-1.2	0	3
- O=S(=O)(Cc1nnnn1-c1ccccc1)c1ccc(F)cc1
  2.0	-1	-0.3	-0.1	0.0	-2	1.5	-0.5	0.0	-1	-1
- Cc1cc(C)n(-c2nc3ccccc3n3nnnc23)n1
  -0.6	-1	0.3	-1.2	-0.5	3	0.1	0.8	0.3	0	3
- O=C(NCc1cccc(C(F)(F)F)c1)C1CC(c2ccc(C(F)(F)F)cc2)=NO1 (stereo not given)
  0.1	2	1.4	-1.1	0.1	14	0.5	-0.7	-0.5	4	0
- COc1cc(/C=C/C(=O)O)cc2c1OCCO2
  -0.8	0	1.7	-1.2	-1.5	2	0.0	-0.5	1.0	3	8.0*
- CCN(CC)c1ccc(S(=O)(=O)N2CCOCC2)cc1NC(=O)CSC(=S)N1CCCC1
  0.0	1	2.7	-1.1	0.2	6	-2.4	0.0	-0.9	-2	2
- Cc1nonc1NC(=O)CSc1nnc(-c2ccoc2C)n1-c1cccc(Cl)c1
  -1.2	1	-1.5	-1.7	-0.4	7	-1.0	-2.8	0.0	-9	1

# Shown comma-delimited: part of the list above
Structure,hcDAF12 agonist,ADAM17 inh,FXN GAA850 act,ssDAF12 agonist,DAX1 inh-1,ADAM10 inh,DAX1 inh-2,hgDAF12 agonist,PG9 binder,GC-A act,SMARCA2 activ
Cc1cccc(OCC(=O)Nc2ccccc2C(=O)N2CCOCC2)c1,2.5,-6,0.7,-0.8,0.2,-16,-0.3,0.0,0.4,1,-2
C/C(=N/n1cnnc1)c1cccnc1,-0.8,-4,0.2,-1.5,1.3,-4,0.6,0.6,0.1,2,2
C=CCSc1nnc(NC(=O)c2cccc(S(=O)(=O)N(C)c3ccccc3)c2)s1,-1.1,-3,2.5,-0.4,-1.2,-8,0.0,0.6,-0.8,0,-1
CCCC(C)NS(=O)(=O)c1ccccc1 (stereo not given),-0.6,-1,2.4,-1.0,-1.1,1,0.4,-3.5,-0.9,1,-1
COc1ccc(C2NC(=S)NC3=C2CCc2cc(OC)ccc23)cc1 (stereo not given),-0.7,-12,1.2,-1.5,0.1,-28,0.3,1.7,-0.4,11,-2
CCc1nc2cc([N+](=O)[O-])c([N+](=O)[O-])cc2[nH]1,-0.9,-2,-1.9,-2.2,-2.0,-1,-0.3,-3.3,-0.2,4,-4
CCCn1c(N)c(C(=O)CN(C)CC(=O)Nc2ccccc2C(F)(F)F)c(=O)[nH]c1=O,-0.4,-4,-0.4,-0.8,0.2,-11,-1.5,0.6,-2.2,3,-1
CC(C)Cn1cnc2c(SCc3ccccc3)nc(N)nc21,0.4,-3,6.1,-0.7,-1.1,-2,0.1,3.6,-0.2,4,0
COC(=O)C[C@@H]1CC[C@H](NS(=O)(=O)c2cccc(F)c2)[C@@H](CO)O1,0.2,-5,x,-1.2,x,-14,0.4,-2.2,-0.7,2,-2

# No enrichment for hits; 6.8% or so of the library scored in one or more.
